TCR CD3 inh = blocks the human TCR-CD3 interaction | TAMRA-labeled TCR probe fluorescence, biochemical | inhibition, % at 9.4 µM | AID 651800 | hit rate 0.37% among 360,000; in the data active = inhibition above about 19%;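 note: recombinant mutant TCR 2C K166C tagged with TAMRA read by polarization; 0% = receptor in buffer alone and 100% = receptor with positive control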
ABHD4 inh = ABHD4 (mouse) inhibition, primary FP screen; Q8VD66; purified mABHD4, FP-Rh probe fluorescence polarization; inhibition, % at 8.92 µM; hit rate 0.54% among 370,000; AID 720543;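 active = inhibition exceeding the mean over every tested compound plus 3 SD, cut at about 30% in these data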;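 note: 0% = plate median of compound wells and 100% = S159A mutant with DMSO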
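Assay system: wild-type mouse ABHD4 protein; compound: single nominal dose of 8.92 µM, 0.89% DMSO final; schedule: 45 min + 60 min at 25 °C; measured by: FP readout, ex 525 nm / em 598 nm; evaluation: % inhibition of FP-Rh probe binding versus controls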
Tn7 DDE FP = inhibitors of Tn7 peptide binding to human fibrin DD(E); FP displacement of FITC-Tn7 peptide from fibrin DD(E); 0% = median of compound wells per plate; inhibition, % at 8.3 µM; hit rate 0.13% among 370,000;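 active = inhibition above the mean of compounds falling within the control limits plus 3 SD of them, cut at about 14% in these data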;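 note: 0% = plate median of compound wells and 100% = 10 µM Aha-Tn7 peptide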
Target sequence (P02675 whole entry, looked up): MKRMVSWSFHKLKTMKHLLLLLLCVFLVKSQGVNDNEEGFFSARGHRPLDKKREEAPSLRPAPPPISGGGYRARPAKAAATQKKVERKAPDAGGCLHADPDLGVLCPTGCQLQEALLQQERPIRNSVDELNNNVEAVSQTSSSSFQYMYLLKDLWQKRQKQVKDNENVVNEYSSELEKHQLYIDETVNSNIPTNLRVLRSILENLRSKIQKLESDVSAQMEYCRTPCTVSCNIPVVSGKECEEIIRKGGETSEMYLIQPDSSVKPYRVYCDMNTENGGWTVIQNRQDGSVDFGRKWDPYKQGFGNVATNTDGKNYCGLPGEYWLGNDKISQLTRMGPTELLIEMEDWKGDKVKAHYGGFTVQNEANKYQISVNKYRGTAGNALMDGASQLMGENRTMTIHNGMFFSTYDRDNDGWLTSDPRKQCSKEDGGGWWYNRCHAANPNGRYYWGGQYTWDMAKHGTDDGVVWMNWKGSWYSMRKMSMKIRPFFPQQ
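Assay system: Fibrin-DD(E) protein isolated from polymerized human fibrin clots; read-out basis: percent inhibition; medium: Tris/NaCl/CaCl2 buffer, pH 7.8; signal: FP measurement; incubation: 10 min plus 3 h, room temperature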
UHRF1 binding = human UHRF1 methylated DNA binding inhibitors; UHRF1 binding to methylated oligo, TR-FRET; inhibition, % at 4.4 µM; hit rate 0.75% among 370,000; Q96T88; in the data active = inhibition above about 21%;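 note: UHRF1 SRA domain binding a hemimethylated CpG hairpin DNA probe; 0% = median of test compound wells and 100% = reference inhibitor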
PG9 binder = PG9 antibody binding by small molecule | hit rate 0.43% among 360,000 | inhibition, % at 6.7 µM | TR-FRET gp120-PG9 antibody binding | AID 624416; in the data active = inhibition above about 8.5%
HTRA1 inh = HTRA1 (human) protease inhibition; hit rate 0.5% among 340,000; inhibition, % at 5.96 µM; recombinant HTRA1, FP-rhodamine activity-based probe, fluorescence polarization; Q92743; AID 504803; in the data active = inhibition above about 36%;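 note: 0% = enzyme with DMSO and 100% = wells lacking enzyme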
SIAE primary = inhibitors of human sialic acid acetylesterase SIAE; Q9HAT2; SIAE FP-Rh probe binding, fluorescence polarization; inhibition, % at 9.66 µM; hit rate 0.69% among 370,000; AID 1053197;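 active = inhibition above a cutoff: mean of compounds within the control limits plus 3 SD of those, cut at about 17% in these data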;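 note: 0% = plate median of compound wells and 100% = probe without SIAE protein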
TDP2 absorb = blocks human TDP2 phosphodiesterase activity; inhibition, % at 12.8 µM; hit rate 0.34% among 370,000; recombinant TDP2, T5PNP hydrolysis, p-nitrophenol absorbance 415 nm; O95551;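 active = inhibition above the mean of all tested compounds plus 3 SD, set per campaign, cut at about 25% in these data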;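 note: 0% = DMSO with enzyme and 100% = buffer with substrate but no TDP2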
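Material: recombinant human TDP2; quantity: TDP2 enzyme at 120 nM final; medium: Tris-HCl pH 7.5 with MgCl2; compound: single concentration, 12.8 µM nominal, with 1% DMSO; incubation: 2 h enzyme incubation at 37 °C; signal: epi absorbance; measure: percent inhibition; benchmarks: high control without enzyme, low control DMSO plus TDP2; repeats: singlicate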
LEDGF integ inh = blocks HIV-1 LEDGF/p75-dependent DNA integration. TR-FRET IN-LEDGF/p75 DNA integration, Eu/Cy5. inhibition, % at 3.7 µM. hit rate 0.64% among 370,000;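 active = inhibition above the screen-wide mean plus 3 SD, cut at about 13% in these data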;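 note: signal is the Cy5 over europium emission ratio at 671 and 618 nm; 0% = plate median of compound wells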
PRMT1 FP inh = PRMT1 (human) inhibition, primary screen | hit rate 1.3% among 370,000 | Q99873 | inhibition, % at 2.79 µM | recombinant PRMT1, activity-based probe fluorescence polarization | AID 652257;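 active = inhibition above about 21% made by adding two undisclosed values, limit read from the data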
Target sequence (Q99873 whole entry, looked up): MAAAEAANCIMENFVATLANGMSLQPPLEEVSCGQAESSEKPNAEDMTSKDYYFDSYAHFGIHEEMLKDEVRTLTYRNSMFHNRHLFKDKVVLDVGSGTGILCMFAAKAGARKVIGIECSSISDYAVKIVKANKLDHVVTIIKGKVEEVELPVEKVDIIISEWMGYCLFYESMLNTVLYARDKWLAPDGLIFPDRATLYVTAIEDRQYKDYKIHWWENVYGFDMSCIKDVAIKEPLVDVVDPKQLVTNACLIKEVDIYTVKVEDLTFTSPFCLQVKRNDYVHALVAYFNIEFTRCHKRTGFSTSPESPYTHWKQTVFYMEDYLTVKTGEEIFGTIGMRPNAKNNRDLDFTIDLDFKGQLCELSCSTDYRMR
* marks the source's active call; other numbers are inactive results; / = not tested or not shown.

SMILES	TCR CD3 inh	ABHD4 inh	Tn7 DDE FP	UHRF1 binding	PG9 binder	HTRA1 inh	SIAE primary	TDP2 absorb	LEDGF integ inh	PRMT1 FP inh
CC(=O)c1ccc(S(=O)(=O)N2CCN(c3nn(C)c(=O)n(C)c3=O)CC2)cc1	4	1	-9	-3	-1.5	0	1	-2	4	-10
CCO[C@@H]1OC(C(=O)N2CCOCC2)=C[C@H](C2CC2)[C@H]1CCCO	9	1	-2	-2	1.5	8	3	-6	-1	-1
CCOC(=O)c1sc(N)nc1C(C)C	-3	9	11	-2	1.4	-3	1	4	-1	3
COc1ccccc1C1/C(=C(/O)c2ccc(OC(C)C)cc2)C(=O)C(=O)N1c1cc(C)on1 (configuration not stated)	7	-5	-4	-3	1.0	-3	4	2	-2	-2
CCN(CC)CC(O)c1ccc2ccc3ccc(O)cc3c2c1 (configuration not stated)	-8	-3	-1	8	2.2	6	7	-16	1	7
COc1ccc(-c2ccc(NC(=O)c3ccc(Br)o3)cc2)nn1	0	0	-5	-2	14*	3	-10	-5	6	-7
CCNC(=S)N1CCN(C(c2ccccc2)c2ccccc2)CC1	5	-8	-3	2	-3.6	-22	-1	-20	1	0
C[C@@H](NC(=O)c1ncn(C)c1C(=O)N[C@H](C)c1ccccc1)c1ccccc1	4	-11	-2	-2	0.4	-4	2	0	-1	2
Cn1c(NC(=O)C2CCCO2)cc(=O)n(C)c1=O (configuration not stated)	8	-1	1	1	-2.3	-4	-11	-10	-2	1
CCOc1ccccc1-c1nc(SCC(=O)O)n[nH]1	3	5	-2	0	-2.1	10	0	2	-1	0
CC(=O)N1CCN(c2ccc(NC(=O)C(C)Oc3ccc(Cl)cc3Cl)cc2)CC1 (configuration not stated)	5	11	-3	-2	-3.1	4	-2	-2	-1	-2
Cc1cccc(/C=c2\s/c(=C\C(=O)C(C)(C)C)[nH]c2=O)c1	1	-18	-1	2	1.0	-31	-1	-3	-4	1
CCCc1cc(C(=O)Cc2ccc(C(=O)OCC)o2)c(O)cc1O	-6	-4	-1	-1	-0.9	-5	-3	-9	2	4
O=C(CCNS(=O)(=O)c1cccs1)NCc1ccccc1	-3	2	8	4	0.5	0	-5	-5	-2	-2
CC(=O)C[C@H]1c2ccccc2S(=O)(=O)N1C1CCCC1	-1	-5	5	0	0.3	7	-7	2	-2	0
O=C(O)CC(C(=O)OCCOc1ccccc1)N1CCOCC1 (configuration not stated)	2	1	-6	1	1.0	-3	0	-7	2	0
C=CCN(CC=C)Cc1c(C)[nH]c2c(C)c(C)ccc2c1=O	-6	-3	6	3	0.3	-1	-7	8	-4	1
CSc1cccc(NC(=O)CSc2ccc(Cl)cc2)c1	-3	-25	0	-3	-2.0	-8	-5	6	-1	-2
COC(=O)c1ccccc1NC(=O)c1ccc2c(c1)C(=O)N(Cc1ccco1)C2=O	-6	8	-9	-3	0.2	5	-5	-15	-6	1
Cc1cc(C)c(OCCN2CCCC2)c(Cl)c1	-4	12	3	-2	2.3	5	3	24	2	3
O=C(N/N=C1\CC2CC=CC12)c1ccc(COc2ccccc2)cc1 (configuration not stated)	-1	-14	-3	-4	-3.2	-12	-1	-3	3	-3
Cc1ccc(S(=O)(=O)N2CCC(C(=O)NCc3cccs3)CC2)cc1	/	2	8	-3	/	/	-7	10	3	1
CN(C(=O)COC(=O)CSc1cc(Cl)ccc1Cl)c1c(N)n(Cc2ccccc2)c(=O)[nH]c1=O	-6	-2	7	4	1.0	3	-2	2	2	5
C/C(=N/NC(=O)c1cc(-c2ccc(Br)s2)[nH]n1)c1ccco1	-1	4	-14	-1	-3.4	-33	-5	0	0	-2
Cc1ccc(S(=O)(=O)N(C)C)cc1NC(=S)NCCCn1ccnc1	0	8	-3	-2	0.0	5	9	13	-3	1
(cont.)
SMILES	TCR CD3 inh	ABHD4 inh	Tn7 DDE FP	UHRF1 binding	PG9 binder	HTRA1 inh	SIAE primary	TDP2 absorb	LEDGF integ inh	PRMT1 FP inh
CC(C)(C)NS(=O)(=O)c1ccc2nc(NC(=O)Cc3cccs3)sc2c1	-1	-8	4	2	-1.2	-41	-12	-9	5	-1
Cc1ccc(NC(=O)CCSc2nnc(C)s2)cc1	-1	-6	7	0	-2.5	4	7	4	4	-1
O=C1C=C(c2cccc(Br)c2)C[C@@H](c2ccc(F)cc2)C1	1	-19	7	-2	-2.2	-45	1	3	-1	1
CCn1c(SCC(=O)c2cc(C)ccc2C)nc2cc(S(=O)(=O)N3CCOCC3)ccc21	-5	-3	-7	7	-0.3	-18	8	-8	2	3
Cc1ccc2[nH]c(=O)c3cc(C(=O)N(C)Cc4ccco4)sc3c2c1	2	-11	-8	-5	-2.6	-25	-3	-1	3	15
Cc1ccc2sc(-c3ccc(NC(=O)/C=C\C(=O)O)cc3)nc2c1	1	14	-2	1	-0.8	4	-11	-3	8	7
O=C(Nc1nc(-c2cccs2)c(C(=O)C(F)(F)F)s1)c1ccco1	3	-23	1	2	4.3	-8	-6	-8	-12	1
Cc1ccc(C(=O)CCC(=O)OCC(=O)N(C)c2c(N)n(Cc3ccccc3)c(=O)[nH]c2=O)cc1	3	2	7	2	-1.4	-3	16	15	-3	1
COc1ccc(C(=O)NCC(=O)OCC(=O)c2ccc3c(c2)NC(=O)CO3)cc1	-1	-10	2	5	1.3	4	-1	-13	1	7
O=C(NCCc1ccccc1)C1CCN(S(=O)(=O)c2ccccc2)CC1	6	0	5	0	-0.5	-1	4	9	-2	-2
COc1cc(OC)c(C=CC(=O)c2ccccc2O)c(OC)c1	-4	0	8	-2	0.7	-61	-18	2	-4	3
CC(C)c1ccc(/C=N/NC(=O)c2ccccc2Cl)cc1	-1	-3	4	-1	-1.1	-8	-5	4	-5	2
COc1cc2c(cc1OC)C(c1cc(OC)c(OC)c(OC)c1)NCC2 (configuration not stated)	7	-4	2	-4	-0.2	3	5	3	2	-1
Cc1ccc(NC(=O)C2(S(=O)(=O)c3ccc(Cl)cc3)CC2)c(Br)c1	-10	-6	8	1	2.1	-19	-10	-8	-5	3
COc1ccc(S(=O)(=O)N2CCCCC2)cc1NC(=O)CCCOc1ccc(C)cc1	3	0	3	-2	-1.2	-14	7	5	-1	0
Cc1ccc(Cc2c(C(C)(C)C)nc3cc(C)c(Br)c(C)n23)cc1	-2	0	-4	2	-1.4	/	-10	5	4	0
O=C(CN1C(=O)CCSc2ccccc21)NC1CCCCC1	10	2	-6	1	0.1	6	-3	7	2	3
O=C(c1coc2ccc(O)cc12)C1CC1	3	3	-2	21*	-0.4	2	-3	6	-5	2
CC(=O)N=Cc1c(C)c(C#N)c(=O)n(C)c1O	0	-3	5	-6	1.0	-1	2	21	3	11
CC(=O)c1ccc(COC(=O)c2cc3ccccc3oc2=O)cc1	6	4	1	-1	0.3	1	1	1	0	1
COc1ccc(NC(=S)N(CCCN2CCOCC2)Cc2ccco2)cc1	-3	-3	-5	8	-1.0	-3	-1	4	2	-1
COC(=O)C1=C(C)N(CC2CCCO2)C(=O)/C1=C\c1ccc(O)cc1 (configuration not stated)	0	-3	0	-4	-2.1	6	0	-1	1	14
Cc1ccc2c(C)c(C(=O)N(C)C(C)c3ccncn3)oc2c1C (configuration not stated)	-3	4	4	1	-3.1	4	6	-6	-6	0
O=C(c1ccco1)N1CCN(CC(=O)N(C2CCCCC2)C2CCS(=O)(=O)C2)CC1 (configuration not stated)	-3	-4	-1	0	-2.1	4	1	-5	-4	2
O=c1cc(CN2CCOCC2)c2cc(Cl)ccc2o1	5	-3	-2	5	0.6	2	2	12	-1	-1

Part of the list above, reduced to TCR CD3 inh and SIAE primary:
| molecule | TCR CD3 inh | SIAE primary |
| --- | --- | --- |
| COc1ccc(S(=O)(=O)N2CCCCC2)cc1NC(=O)CCCOc1ccc(C)cc1 | 3 | 7 |
| Cc1ccc(NC(=O)C2(S(=O)(=O)c3ccc(Cl)cc3)CC2)c(Br)c1 | -10 | -10 |
| CSc1cccc(NC(=O)CSc2ccc(Cl)cc2)c1 | -3 | -5 |
| CC(=O)c1ccc(COC(=O)c2cc3ccccc3oc2=O)cc1 | 6 | 1 |

Following part
SMILES	TCR CD3 inh	ABHD4 inh	Tn7 DDE FP	UHRF1 binding	PG9 binder	HTRA1 inh	SIAE primary	TDP2 absorb	LEDGF integ inh	PRMT1 FP inh
O=C(CSc1nnc(NC(=O)c2ccccc2Cl)s1)Nc1ccc2c(c1)oc1ccccc12	7	-15	7	0	-0.2	/	-17	10	0	-1
CC(C)(CNC(=O)C1CCCC1)CNC(=O)C1CCCC1	1	-1	-1	9	-1.7	-2	0	-1	0	-5
O=C1N(Cc2cccnc2)C[C@@H]2C[C@@H](c3cccc(OCc4ccccc4)c3)N3CCC[C@@]123	-4	-5	-2	-5	-1.8	-5	-3	-1	0	-3
Cc1cc(C(=O)N/N=C/c2ccc(-c3ccc(C)c(Cl)c3)o2)n[nH]1	1	5	-3	-2	-0.9	/	-7	-12	-1	-1
CN1C=CC(=O)[C@@H](OC(=O)Nc2ccc(Br)cc2)[C@H]1c1ccccc1Br	-3	-11	1	-1	0.4	-28	-10	-4	7	-1
Cc1ccc(C(=O)N/C(=C/c2ccccc2)C(=O)NCc2ccncc2)cc1	-2	0	-1	2	-3.3	/	-6	6	-3	-1
O=C(Nc1ccc(Br)cn1)c1ccc2ccccc2c1	6	-5	1	1	-0.2	-14	-2	1	0	0
NC(=O)CC(NC(=O)Cc1ccc(Br)cc1)c1ccc(NCC2CC2)c([N+](=O)[O-])c1 (configuration not stated)	9	-1	0	-2	0.5	-3	5	-5	-2	-1
CCCCc1ccc(NS(=O)(=O)c2c(C)n(C)c(=O)n(C)c2=O)cc1	0	-3	2	1	-0.1	-1	-2	9	-3	-1
CN(C)c1cc(=O)n2c(n1)SCCC2	-3	-5	-1	6	-1.3	3	4	-9	1	-1
CCC1CCc2sc(C(=O)NCC(c3ccccc3OC)N3CCCC3)cc2C1 (configuration not stated)	-3	2	4	-1	0.5	-15	-4	-4	-2	0
COC(=O)c1ccc(CSc2nnc(CNC(=O)c3cccs3)o2)o1	-1	-5	-5	1	-0.7	0	4	1	0	1
Cc1nn(CC(=O)NCCc2ccc(Cl)cc2)c(C)c1[N+](=O)[O-]	-7	-1	0	0	1.0	-4	-3	3	0	1
CCOC(=O)CSc1ncc(OC)c(Sc2ccc(OC)cc2)n1	-2	-2	-2	1	0.7	-4	-10	-6	-2	-1
O=C(COC(=O)CSc1cc(Cl)ccc1Cl)NCc1ccc2c(c1)OCO2	-1	-1	2	0	-0.5	-11	-1	-5	-2	-1
